STK33 inh: inhibitors of purified STK33 kinase, primary screen, biochemical, ADP-Glo luminescence, homogeneous, cell-free | Serine/threonine-protein kinase 33 (Homo sapiens), Q9BYT3 | MBP phosphorylation | inhibition, % at 10 µM | actives 0.073% (n = 320,000) | AID 2661, 2010;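 active means inhibition at or above 25%, using the most active replicate where run in duplicate; inactive means inhibition below 25%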
Target sequence (Q9BYT3 whole entry, looked up): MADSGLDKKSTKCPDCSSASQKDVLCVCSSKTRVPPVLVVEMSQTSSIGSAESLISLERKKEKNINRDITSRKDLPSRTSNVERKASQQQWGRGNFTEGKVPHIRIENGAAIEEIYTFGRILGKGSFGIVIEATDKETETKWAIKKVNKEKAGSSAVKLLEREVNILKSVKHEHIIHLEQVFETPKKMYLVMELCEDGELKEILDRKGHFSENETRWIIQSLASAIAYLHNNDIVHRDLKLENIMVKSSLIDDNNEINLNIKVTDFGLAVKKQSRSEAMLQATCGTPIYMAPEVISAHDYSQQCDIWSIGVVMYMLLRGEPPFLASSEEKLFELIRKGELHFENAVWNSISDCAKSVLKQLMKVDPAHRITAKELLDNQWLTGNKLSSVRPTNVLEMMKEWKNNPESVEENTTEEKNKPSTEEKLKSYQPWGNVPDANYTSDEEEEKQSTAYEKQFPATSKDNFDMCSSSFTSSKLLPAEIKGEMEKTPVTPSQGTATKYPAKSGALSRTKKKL
OX1R antag-1: antagonists of human orexin 1 receptor (OX1R); Orexin/Hypocretin receptor type 1 (Homo sapiens), O43613; OX1R-expressing cells, FRET antagonist read-out; inhibition, % at 6.6 µM; actives 1.8% (n = 330,000); AID 485270, 2010; in the data active means inhibition mostly above about 38%, no sharp cut-off; inactive means mostly below about 40%;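 further: 0% = agonist challenge alone and 100% = reference antagonist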
Target sequence (O43613 whole entry, looked up): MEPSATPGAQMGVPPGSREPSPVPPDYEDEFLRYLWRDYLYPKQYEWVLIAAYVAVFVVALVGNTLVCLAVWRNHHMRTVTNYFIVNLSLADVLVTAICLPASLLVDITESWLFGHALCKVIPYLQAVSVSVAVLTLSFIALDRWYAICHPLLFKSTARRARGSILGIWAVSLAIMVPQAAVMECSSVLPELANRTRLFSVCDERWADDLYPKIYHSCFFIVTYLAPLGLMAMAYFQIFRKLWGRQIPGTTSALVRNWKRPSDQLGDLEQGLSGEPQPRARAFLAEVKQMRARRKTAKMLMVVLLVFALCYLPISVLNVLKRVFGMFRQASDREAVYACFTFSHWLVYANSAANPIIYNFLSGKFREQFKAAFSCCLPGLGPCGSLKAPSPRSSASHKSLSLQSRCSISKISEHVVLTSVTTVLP
OX1R antag-2: OX1R (HCRTR1) antagonists, primary screen, fluorescence, CHO/OX1R cells, Fluo-8 calcium, orexin A | Orexin/Hypocretin receptor type 1 (Homo sapiens), O43613 | Fluo-8 calcium fluorescence | inhibition, % at 5 µM | actives 0.43% (n = 330,000) | AID 434989, 2010;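 active means inhibition above its plate's threshold, mean inhibition of all tested compounds on the plate plus 3 SD, cut at about 37% in these data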;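 further: 0% = orexin A challenge wells and 100% = SB-334867-A antagonist wells; not every result past the cut was called active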
Active calls of the source: *; · = no result given. Compounds as they come; about 2.2% have a hit in one of these screens.

SMILES	STK33 inh	OX1R antag-1	OX1R antag-2
COc1ccccc1-c1cn(S(=O)(=O)c2ccc(C)cc2)nc1N	-0.4	25.6	-3.1
O=C(CSc1ncccn1)N/N=C/c1ccccc1[N+](=O)[O-]	1.0	22.7	-3.9
CCC(=O)Nc1nonc1-c1nc2ccccc2n1Cc1ccccc1	4.0	32.3	-14.5
CCCn1nc(C(=O)OCC(=O)Nc2ccc(C(N)=O)cc2)c2ccccc2c1=O	-1.2	4.4	-24.7
Cc1cccc(N2CCN(C(c3ccncc3)c3nnnn3C(C)(C)C)CC2)c1C (stereo not drawn)	-0.1	18.5	-7.7
CN(Cc1cccnc1)C(=O)Cc1ccc(NS(=O)(=O)c2cccc(C(F)(F)F)c2)cc1	0.6	10.5	-13.2
CCOC(=O)N1CCC(N2C(=O)c3ccccc3C2Nc2ccccc2)CC1 (stereo not drawn)	-0.5	4.2	-42.8
Cc1cc(C)cc(OC(=O)C23CCC(C)(C(=O)O2)C3(C)C)c1 (stereo not drawn)	0.7	2.5	-17.9
Nc1nc2nonc2nc1N	-0.5	18.1	5.3
O=C(NCCO)C(=O)NCC1OCCCN1S(=O)(=O)c1cc(F)ccc1F (stereo not drawn)	-0.7	-4.3	-1.2
CCN(CC)C(=O)CSc1nc2ccccc2c(=O)n1CCC(=O)NCCc1ccc(OC)c(OC)c1	-1.8	5.1	-20.7
O=C(Nc1ccccc1N1CCCCC1)c1ccc(-c2ccc(Cl)cc2)o1	-0.8	6.0	-48.2

Laid out differently: 3 of the compounds above
molecule | STK33 inh | OX1R antag-1 | OX1R antag-2
CCCn1nc(C(=O)OCC(=O)Nc2ccc(C(N)=O)cc2)c2ccccc2c1=O | -1.2 | 4.4 | -24.7
Cc1cccc(N2CCN(C(c3ccncc3)c3nnnn3C(C)(C)C)CC2)c1C (stereo not drawn) | -0.1 | 18.5 | -7.7
CN(Cc1cccnc1)C(=O)Cc1ccc(NS(=O)(=O)c2cccc(C(F)(F)F)c2)cc1 | 0.6 | 10.5 | -13.2

Next section:
SMILES	STK33 inh	OX1R antag-1	OX1R antag-2
O=C(NC(Cc1ccccc1)C(=O)O)/C(=C\c1ccc(F)cc1)NC(=O)c1ccco1 (stereo not drawn)	-1.2	13.9	-1.6
CC(=O)Nc1cccc(NC(=O)CSc2ncc(-c3ccc(Cl)cc3)n2Cc2ccco2)c1	-0.1	81.6*	73.2*
CCN(CC(=O)Nc1ccc(NC(C)=O)cc1)C(=O)/C=C/c1ccc(S(=O)(=O)N2CCCCCC2)cc1	-0.8	-6.5	6.6
CCN(Cc1ccccc1)c1c(C(=O)O)cnc2c1cnn2C	0.8	7.3	-12.3
Nc1nnc(-c2ccccc2Cl)s1	-4.7	14.5	-7.4
COc1ccc(/C=C2\SC(=O)N(CCC(=O)Nc3ccccc3)C2=O)cc1OC	-1.5	4.0	-24.2
COc1ccc(OCCC(=O)OCC(=O)NC(=O)NC(C)(C)C)cc1	0.1	10.3	-8.4
CC(=O)NC12CC3CC(C1)CC(C(=O)NCc1ccc(C)cc1)(C3)C2	-0.5	5.1	-34.1
O=C(CC1Oc2ccccc2NC1=O)NCCc1ccccc1 (stereo not drawn)	-0.6	10.0	-14.9
Cc1cc(C)cc(-n2c(C)cc(C(=S)N3CCOCC3)c2C)c1	-1.3	21.4	-42.0
Cn1cccc1C(=O)OCC(=O)c1cc2ccccc2o1	0.2	4.7	-6.6
CSC(=NC#N)N1CCN(c2ccccn2)CC1	-1.0	20.7	-21.4
COC(C(=O)NC1CCCCCCC1)c1ccccc1 (stereo not drawn)	0.7	-4.8	-14.2
CCCCNC(=O)N1CCOCCOCCN(C(=O)NCCCC)CCOCC1	-0.9	6.0	-21.0
O=C(NC(=S)NCc1ccccc1)c1ccccc1Br	·	11.6	-21.2
O=C(Cc1ccc(S(=O)(=O)N2CCOCC2)s1)NNC(=O)c1ccccc1Cl	-1.2	-1.5	0.1
O=[N+]([O-])c1ccc(CN2CCOCCOCCN(Cc3ccc([N+](=O)[O-])cc3)CCOCC2)cc1	0.4	30.5	-20.9
CC(=O)c1cccc(NC(=S)NCCC2=CCCCC2)c1	0.9	14.8	-15.9
Cc1ccc(S(=O)(=O)c2c(C)cc(C)[nH]c2=O)c(C)c1	-0.5	-0.2	-17.4
COCCn1c(=NC(=O)c2ccc3c(c2)OCCO3)sc2cc(S(N)(=O)=O)ccc21	-0.1	5.3	0.4
COc1ccccc1N1CCN(C2CCCN(S(=O)(=O)c3ccccc3)C2)CC1 (stereo not drawn)	0.0	17.8	-5.0
Cc1cccc(S(=O)(=O)C(C#N)c2nc3ccccc3nc2N2CCCC2)c1 (stereo not drawn)	0.0	16.4	-9.1
Cc1ccc(C2SCCN2C(=O)c2ccc([N+](=O)[O-])cc2)cc1 (stereo not drawn)	-1.0	29.9	-18.5
COc1ccc(C(=O)Nc2ccccc2C(=O)NC(C(=O)NCc2ccco2)C(C)C)cc1 (stereo not drawn)	-0.8	27.3	-4.7
CCOc1ccc(-n2cnc3c(=O)[nH]c(N)nc32)cc1	-0.3	-6.3	-9.4
O=C(NC1CCCCCC1)C1c2ccccc2C(=O)N1Cc1cccnc1 (stereo not drawn)	-1.7	-1.6	-3.4
C=CC[C@@H](CC(=O)N[C@H](CO)Cc1ccccc1)C(=O)N[C@@H](C)COC(=O)[C@@H](CC=C)Cc1ccc(F)cc1	-0.6	1.6	9.6
CCOC(=O)C1=C(C)N(C[C@@H]2CC[C@@H](Cc3ccc(-c4ccccc4)cc3)O2)C(=O)NC1c1ccc([N+](=O)[O-])cc1 (stereo partly drawn)	·	5.7	-13.0
CCN1CCN(C(=O)c2ccccc2Nc2ccc(SC(F)F)cc2)CC1	1.7	6.8	-23.8
CCCC1(CCC)NC(=O)N(CC(=O)c2cc(C)n(-c3ccc4c(c3)OCO4)c2C)C1=O	0.6	11.8	-10.9
Cc1ccc(OC(=O)COc2ccccc2C)c(-n2nc3ccccc3n2)c1	-0.5	1.0	-20.5
CSc1ccc(CN(C)C(=O)C23CC4CC(CC(Cl)(C4)C2)C3)cc1	-4.2	18.7	-17.5
Cc1ccc(C(=O)NCC(=O)OCCCn2c(=O)[nH]c3ccccc32)cc1	-1.9	9.2	-23.4
COc1cc(CNCCN2CCOCC2)ccc1OCC(=O)NC(C)(C)C	1.4	20.7	-20.9
CN1CCc2c(sc3nc(SCC(=O)NCc4ccco4)n(-c4ccccc4)c(=O)c23)C1	-0.1	0.3	-22.5
CC[C@@H](C)[C@@H]1CN([C@@H](CN2CCC[C@H]2CN2C(N)=NC[C@H]2C(C)C)C(C)C)C(=N)N1CCc1ccc(Cl)c(Cl)c1	·	1.0	-8.8

Four of the compounds above, with each value named:
CSc1ccc(CN(C)C(=O)C23CC4CC(CC(Cl)(C4)C2)C3)cc1
  STK33 inh = -4.2	OX1R antag-1 = 18.7	OX1R antag-2 = -17.5
COc1cc(CNCCN2CCOCC2)ccc1OCC(=O)NC(C)(C)C
  STK33 inh = 1.4	OX1R antag-1 = 20.7	OX1R antag-2 = -20.9
C=CC[C@@H](CC(=O)N[C@H](CO)Cc1ccccc1)C(=O)N[C@@H](C)COC(=O)[C@@H](CC=C)Cc1ccc(F)cc1
  STK33 inh = -0.6	OX1R antag-1 = 1.6	OX1R antag-2 = 9.6
CN1CCc2c(sc3nc(SCC(=O)NCc4ccco4)n(-c4ccccc4)c(=O)c23)C1
  STK33 inh = -0.1	OX1R antag-1 = 0.3	OX1R antag-2 = -22.5

(listing goes on)
SMILES	STK33 inh	OX1R antag-1	OX1R antag-2
Cc1ccccc1-c1nc(CN2CCC(C(=O)NC3CCN(Cc4ccccc4)CC3)CC2)c(C)o1	-0.8	4.5	-17.1
CN(CC(=O)Nc1ccccc1Cl)C(=O)COC(=O)c1cnccn1	-1.4	22.1	-10.1
CCCOc1ccc(OC(=O)c2ccc(Br)o2)cc1	-2.7	32.5	66.9*
CSCCC(=O)NC1CCCN(CCc2ccccc2)C1 (stereo not drawn)	-1.1	13.4	-9.3
CC(C)Oc1ccccc1OCCCCn1cnc2ccccc2c1=O	-1.2	20.4	-13.4
CCOC(=O)N1CCN(S(=O)(=O)N2CCCC(C(=O)NCc3ccccc3Cl)C2)CC1 (stereo not drawn)	-0.4	18.3	-19.4
Cc1ccc(N2C(=O)C3CCCN3C2=S)cc1C (stereo not drawn)	-0.8	-5.6	-9.9
O=C(O)C1CC(=O)N(Cc2cccnc2)C1 (stereo not drawn)	-1.7	-1.3	1.8
Cn1c(NC(=O)COc2ccccc2)cc(=O)n(C)c1=O	-0.3	8.7	-5.7
CC(=O)c1cc2c(cc1NC(=O)CSc1nc3ccccc3o1)OCO2	-1.1	20.6	4.0
Cc1onc(-c2c(F)cccc2Cl)c1C(=O)OCC(=O)NC(c1ccccc1)c1ccccc1	-0.7	15.6	22.5
COC(=O)c1ccc(SCC(=O)NC2CCCCC2)c([N+](=O)[O-])c1	0.1	11.8	5.4
CC(C)c1ccc(C2NC(=O)CCC2[N+](=O)[O-])cc1 (stereo not drawn)	-2.1	11.0	0.5
Cc1ccc(S(=O)(=O)n2c(=O)oc3ccccc32)cc1	0.2	15.6	-7.5
CC(=O)OCC(=O)[C@@]1(O)[C@H](C)C[C@H]2[C@@H]3CCC4=CC(=O)C=C[C@]4(C)[C@@]3(F)[C@@H](O)C[C@@]21C	-2.2	14.6	2.1
C/C(=N\NC(=O)c1cc2ccccc2cc1O)c1cc2ccccc2o1	0.7	7.7	3.6
C=C(C)C(=O)Nc1cccc(C2=NOC3(C2)C[C@H](C(N)=O)N(C(=O)c2ccccc2)C3)c1 (stereo partly drawn)	1.8	10.6	2.2
C=CCNc1nc2c3ccccc3n(C(C)=O)c2s1	2.4	25.0	-24.9
Cc1ccccc1NC(=O)c1sc(Cl)nc1-c1ccccc1	-1.1	24.3	-48.0
CN(CC(=O)NCCCc1ccccc1)S(=O)(=O)c1ccc(Br)cc1	-0.1	-2.8	-13.1
Cc1nn(CC(=O)NC(=O)c2ccccc2)c(C)c1[N+](=O)[O-]	2.9	-0.8	-13.2
CCOC(=O)C(NC(=O)c1ccccc1Cl)(Nc1ccc(C(F)(F)F)cc1)C(F)(F)F (stereo not drawn)	-0.6	2.2	-10.2
O=C1N(c2ccccc2)C2CS(=O)(=O)CC2N1c1ccc(Br)cc1 (stereo not drawn)	0.1	16.3	3.9
CCOC(=O)c1c(OCCO)noc1N	-1.0	8.9	-5.9
Cc1ccnc(NC(=O)c2cc([N+](=O)[O-])cc([N+](=O)[O-])c2)c1	-0.9	16.9	-16.6
CCC1CCCCN1CCCNC(=O)c1cn(C)c2ccc(S(=O)(=O)N3CCOCC3)cc2c1=O (stereo not drawn)	0.7	16.7	-2.9
Cc1ccsc1-c1n[nH]c(=S)n1CC(C)C	-0.4	13.2	-17.2
O=C(CNC(=O)COc1ccccc1)NCCc1ccccn1	-1.4	10.1	-4.6
O=C(COc1ccccc1)NCC(=O)N/N=C/c1ccc(Br)cc1	0.9	4.0	-9.5
O=C(O)CCCc1ccccc1	·	9.6	-2.3
COCC1CCCN(C(=O)c2cc(COc3ccc4ncccc4c3)on2)C1 (stereo not drawn)	15.0	27.4	17.9
O=Cc1ccc2cccnc2n1	-1.4	-3.6	-2.2
Cc1ccc(NC(=O)C2C3CCCCC32)cc1[N+](=O)[O-] (stereo not drawn)	-0.3	15.4	-31.9
COC(=O)c1cccc(NC(=O)/C=C/c2ccc3c(c2)OCO3)c1	2.3	51.8*	-1.6
Cc1ccc(C2=NS(=O)(=O)N(C)C(C(=O)NCc3ccccc3)=C2)cc1	-1.0	0.6	-18.2
CCOc1ccccc1NC(=O)NC(=O)N(C)S(=O)(=O)c1ccc(C)cc1	1.2	0.1	-20.2
COC(=O)c1ccc(NCCC(=O)O)cc1	-0.2	13.9	0.4
CCOc1ccc(C(=O)NCC(=O)NC(C)c2ccc(-n3ccnc3)cc2)cc1OCC (stereo not drawn)	-0.7	11.4	-8.8
CCN1CCN(Cc2coc3ccc(C)cc3c2=O)CC1	-0.4	2.0	-1.0
COc1ccc(CC(=O)OCC(=O)Nc2cc(S(=O)(=O)N3CCOCC3)ccc2N2CCCC2)cc1	-0.3	10.2	-6.4
CCCNC(=O)Cn1c(=O)oc2ccccc21	-1.4	10.4	-6.9
Cc1ccc(-c2ccnc3c(Br)c(C)nn23)cc1	-0.8	19.5	-32.9
O=C(O)c1cc(-c2cccs2)[nH]n1	-1.6	12.3	-3.4
COC(=O)[C@H](Cc1ccccc1)NC(=O)NCCc1ccc(S(N)(=O)=O)cc1	-0.5	9.4	-20.1
CCn1cc(CNC(=O)NC2CCCCC2)c(C)n1	0.9	3.9	0.6
O=C(CCN1CCc2ccccc2C1)c1ccc2c(c1)OCCO2	-0.6	10.9	-36.0
Cc1noc(C)c1S(=O)(=O)N1CCC(C(=O)N2CCN(Cc3ccc4c(c3)OCO4)CC2)CC1	-1.6	18.4	-17.8
O=C1CCCC2=C1C(Cc1ccccc1)C1=C(CCCC1=O)O2	-0.5	16.9	-19.9
CC1CC(C)CN(C(=O)c2cccc(N3C(=O)c4ccccc4C3=O)c2)C1 (stereo not drawn)	0.0	3.4	-6.7
COc1cc2c(cc1OC)C(NC(=O)C(F)(F)F)C/C2=N\O (stereo not drawn)	·	24.1	-2.5
O=C(c1cc(-c2ccc(O)cc2)on1)N1CCN(c2ccc(F)cc2)CC1	3.9	9.4	-10.0
Cc1cc(C)cc(NS(=O)(=O)c2ccc(Oc3ncc(C(F)(F)F)cc3Cl)cc2)c1	-1.4	19.3	9.1
